DT40 TDP1 no CPT: qHTS for Inhibitors of human tyrosyl-DNA phosphodiesterase 1 (TDP1): qHTS in cells in absence of CPT. DT40 Tdp1-/- hTDP1 cells, no CPT, ATP luminescence, 48 h. Potency, µM (highest dose often 46.2 µM), for the others: at the top dose activity change, negative = growth inhibition, actives largely listed as inhibitors. 15% of 420,000 active; further: nearly all actives have a fitted effect of over 55% in size
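A cellular qHTS used chicken DT40 cells lacking endogenous Tdp1 but carrying stably transfected human TDP1. Compounds were applied without camptothecin, and cell growth kinetics were judged by ATP-dependent luminescence after ≥48 hr.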
KAT2A inh: inhibitors of human GCN5L2 histone acetyltransferase; Q92830; GCN5L2 HAT assay, ThioGlo1 CoA-SH fluorescence; Potency, µM (series often up to 58.9 µM), for the others: top-dose activity change, negative = inhibition, hits mostly inhibitors; 0.21% of 390,000 active; AID 504327
Target sequence (Q92830 whole entry, looked up): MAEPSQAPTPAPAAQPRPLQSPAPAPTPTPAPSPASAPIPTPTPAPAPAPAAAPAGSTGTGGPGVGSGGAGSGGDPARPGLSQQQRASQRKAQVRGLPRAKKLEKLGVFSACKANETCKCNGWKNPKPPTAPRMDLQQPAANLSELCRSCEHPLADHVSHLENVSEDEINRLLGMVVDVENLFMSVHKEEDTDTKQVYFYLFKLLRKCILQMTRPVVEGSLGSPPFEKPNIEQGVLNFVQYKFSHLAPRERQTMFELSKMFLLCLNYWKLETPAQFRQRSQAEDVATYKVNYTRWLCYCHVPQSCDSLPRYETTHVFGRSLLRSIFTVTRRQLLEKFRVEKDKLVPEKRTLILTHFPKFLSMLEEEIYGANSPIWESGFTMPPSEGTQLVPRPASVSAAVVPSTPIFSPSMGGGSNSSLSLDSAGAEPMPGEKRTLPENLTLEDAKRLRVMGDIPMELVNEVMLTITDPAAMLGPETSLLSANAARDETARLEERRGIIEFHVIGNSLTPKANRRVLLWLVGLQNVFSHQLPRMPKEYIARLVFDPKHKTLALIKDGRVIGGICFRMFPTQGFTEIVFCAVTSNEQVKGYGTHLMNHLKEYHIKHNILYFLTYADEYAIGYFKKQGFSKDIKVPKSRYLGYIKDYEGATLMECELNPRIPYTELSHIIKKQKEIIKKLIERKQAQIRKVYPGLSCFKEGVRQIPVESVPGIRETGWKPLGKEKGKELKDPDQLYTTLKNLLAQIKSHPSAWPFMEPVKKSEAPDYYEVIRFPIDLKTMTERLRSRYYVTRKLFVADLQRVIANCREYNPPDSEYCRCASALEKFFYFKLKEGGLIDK
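Compounds, pin-transferred from DMSO stocks, meet 20nM GCN5L2 for 15 min before the reaction begins with H3(1-25) peptide (75uM) and acetyl-CoA (70uM). Thiol-reactive ThioGlo1 reports CoA release over 20 min at room temperature.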
TDP1 cell CPT: DT40-hTDP1 cell growth loss with CPT; chicken DT40 Tdp1-/-;hTDP1 cells + 20 nM CPT, ATP luminescence, 48 h; Potency, µM (top dose mostly 46.2 µM), inactives show at the highest dose activity change, negative = growth inhibition, usual class: inhibitors; 12% of 420,000 active; AID 686979; further: nearly all actives have a fitted effect of over 55% in size
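Cell growth measured by CellTiter-Glo luminescence after a minimum 48 h, 37 C compound exposure with 20 nM CPT in Tdp1-knockout DT40 cells stably expressing hTDP1, seeded 400/well; qHTS titration format.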
Active calls of the source: *; ? = inconclusive; · = no result given; & = joins results of further samples; [ ] = dose if it differs, or a comment. The call rests on the fitted dose curve; in most records, active means well fitted curve in the direction sought with a large enough effect; inconclusive means small, poorly fitted or top-dose-only effect, or another doubt; inactive means no such curve, though single readings can be large; an effect the other way counts as inactive or inconclusive. On the % scale 0 is the no-effect control and ±100 the full control effect; potency means the concentration at half of the fitted maximal effect.

Values in the order – DT40 TDP1 no CPT, KAT2A inh, TDP1 cell CPT
O=C(O)c1ccc2c(c1)C(=O)N(NC(=O)c1ccccc1)C2=O
 : -7%, -1%, -7%
Cc1cc(N2CCCCC2)nc2ccc(NC(=O)CCC(=O)NCCC(C)C)cc12
 : -27%, 0%, -30%
CC1=C(C(=O)Nc2ccccc2C(F)(F)F)C(c2ccc(C)s2)NC(=S)N1 (stereo not given)
 : ?, -3%, 4%
COc1ccc(C(=O)CSc2nc(C)cc(C)n2)cc1[N+](=O)[O-]
 : -27%, -11%, 2%
CN(CCc1ccc(Cl)c(Cl)c1)C[C@@H](O)COc1ccc(NS(C)(=O)=O)cc1
 : 24µM*, -12%, ?
COc1ccc2oc(=O)c(-c3cn4ccc(C)cc4n3)cc2c1
 : -2%, 2%, 19%
CC(=O)C1CCC2C3CC=C4CC(SC(=N)N)CCC4(C)C3CCC12C (stereo not given)
 : 8.2µM*, ·, 13µM*
C=CCn1c(SC/C=C/c2ccccc2)nnc1-c1sc(N)nc1C
 : 15µM*, -10%, ?
COC(=O)c1c(NC(=O)CC2SC(N)=NC2=O)sc2c1CCC(C(C)(C)C)C2 (stereo not given)
 : ?, -24%, ?
CCN(CC)C(=O)c1sc2nc(-c3ccncc3)[nH]c(=O)c2c1C
 : 6%, -6%, -15%
CC(=O)Oc1cccc(C(=O)Nc2cccc(C(=O)Nc3ccccc3C(=O)O)c2)c1
 : 1%, -1%, -1%
CSCCC(NS(=O)(=O)c1ccc(C)cc1)C(=O)N1CCN(C(C)=O)CC1 (stereo not given)
 : 0%, 2%, 9%
Cc1ccc(OCc2cc(C(=O)N3CCCCCCC3)no2)cc1C
 : 5%, -11%, -18%
CCC(C(=O)NCCCc1ccccc1)n1nc(C)c2c(C)n(-c3ccccc3)nc2c1=O (stereo not given)
 : -28%, -6%, ?
CCN(CC(=O)Nc1ccc(OC)cc1)C(=O)CSCc1ccc(C)cc1
 : -22%, 1%, ?
COC(=O)[C@@]12C[C@@H](CC(=O)N3CCOCC3)C(=O)N(Cc3cccc4ccccc34)C1=CCC(C)(C)C2
 : ?, ·, 16µM*
CCOc1ccc(OCC)c(NC(=O)CC2Oc3ccc(C)cc3NC2=O)c1 (stereo not given)
 : ?, -5%, ?
OC(CNC1CCCC1)COc1c(F)cc(Br)cc1F (stereo not given)
 : -14%, 2%, -29%
O=C(Cc1c[nH]c2ccccc12)N1CCN(S(=O)(=O)c2cccc(Cl)c2Cl)CC1
 : ?, -10%, -70%
O=[N+]([O-])c1cc(S(=O)(=O)c2ccc(N3CCCCC3)c([N+](=O)[O-])c2)ccc1N1CCCCC1
 : 21µM*, -5%, ?
c1coc(C2Nc3ccccc3-c3nc4ccccc4n32)c1 (stereo not given)
 : ?, -12%, -28%
CN(CC(=O)NCCCN1CCOCC1)S(=O)(=O)c1ccc(F)cc1
 : 7%, -5%, 19%
COc1ccc(C2CC(=O)c3cc(-c4nc(-c5cccc([N+](=O)[O-])c5)cs4)c(=O)n(-c4ccccc4)c3C2)cc1 (stereo not given)
 : -8%, 1%, 16%
CCCC(=O)N1CCN(c2ccc(NC(=O)C(C)(C)C)cc2)CC1
 : -12%, -3%, 13%
Cc1cnc(NC(=O)CC2OC(=O)c3ccccc32)s1 (stereo not given)
 : -16%, -2%, -27%
CCOC(=O)CN[C@@H](C(=O)N1CC[C@H]1C(=O)NCc1ccc(/C(N)=N/O)cc1)C1CCCCC1
 : 4%, ·, -3%
COc1cccc(-c2cc(C(=O)Nc3c(C)nn(Cc4ccccc4C)c3C)no2)c1
 : ?, 1%, ?
COc1ccc(NC(=O)CSc2ccc3c(c2)OCCO3)cc1OC
 : ?, -11%, 21µM*
O=C(NCc1cccs1)c1ccc2sc(C3=C[C@@H](O)[C@@H](O)[C@@H](CO)O3)nc2c1
 : -14%, ·, -20%
O=c1c2c3c(sc2n(Cc2cc(=O)n4ccccc4n2)c(=O)n1-c1ccc(Cl)cc1)CCC3
 : -24%, -4%, -7%
COc1ccccc1OCC(=O)NCC(c1ccc(Cl)cc1)N1CCOCC1 (stereo not given)
 : ?, -3%, ?
COc1cc(S(=O)(=O)N2CCOCC2)ccc1NC(=O)COC(=O)COc1ccccc1
 : -2%, -10%, 9%
CS(=O)(=O)N(CC(=O)Nc1ccc(F)cc1F)C1CCCCC1
 : -24%, -22%, 11%
Cc1ccc2c(=O)c(C(=O)c3ccc(F)cc3)cn(CC(=O)NCCc3ccccc3)c2n1
 : -21%, -2%, -25%
Cc1nc(SCC(=O)Nc2cc(C(N)=O)cc(C(N)=O)c2)c2c(C)c(C)sc2n1
 : 8%, 3%, 5%
COc1cc(-c2nc(CN3CCCN(C(=O)c4ccco4)CC3)c(C)o2)ccc1F
 : ?, -1%, ?
COc1ccc(OC)c(C2/C(=C(\O)c3ccc4c(c3)OCCO4)C(=O)C(=O)N2CC2CCCO2)c1 (stereo not given)
 : 0%, 0%, 7%
COc1cccc(N2CC(NC(=O)COc3ccccc3F)CC2=O)c1 (stereo not given)
 : -26%, 1%, -2%
COC(=O)c1c(-c2ccccc2)csc1NC(=O)CSc1ncnc2sc(C)c(C)c12
 : ?, 1%, ?
NS(=O)(=O)c1cccc2c1c([N+](=O)[O-])cc1nc(O)c(O)nc12
 : 6%&-2%, -16%&-11%&-17%, -4%&12%
CC1=C(C(=O)OCC2CCCO2)C(c2ccc(Cl)cc2)NC(=O)N1 (stereo not given)
 : ?, -3%, 1%
CCC(C)OC(=O)C1=C(C)NC2=C(C(=O)C(C(=O)OC)C(C)C2)C1c1ccc(N(C)C)cc1 (stereo not given)
 : ?, -6%, ?
CC(NC(=O)C1CCC(C(=O)NC(C)c2ccccc2)CC1)c1ccccc1 (stereo not given)
 : 7%, -7%, 5%
CN1CCN(NC(=O)c2cn(-c3ccccc3)nc2-c2ccc(OC(F)F)cc2)CC1
 : -16%, -7%, -6%
COc1ccc(NC(=S)NC(=O)C2CCC2)cc1
 : -4%, -7%, -17%
CC1(C)CC=C(NNC(=O)c2cccnc2)C(=O)C1
 : 9%, -6%, -12%
COc1ccc(-c2cc([C@H]3[C@H]4C=CC[C@@H](C)[C@@H]4C(=O)N3Cc3ccccc3)ccc2F)cc1OC
 : 13µM*, -23%, 23µM*
O=C(COc1ccccc1)N(CCc1ccccc1)c1nc(-c2ccc(F)cc2)cs1
 : ?, -3%, -23%
COc1ccc(C2CCc3cc4c(cc3C2=NO)OCO4)cc1OC (stereo not given)
 : 15µM*, ·, ?
Cc1onc(-c2ccccc2Cl)c1C(=O)Oc1ccc(Br)cc1
 : -19%, 1%, -22%
CCc1nc2c(OCC(=O)c3ccc(F)cc3)cccn2c1N(C)C(=O)c1cccs1
 : ?, ·, ?
COc1ccc(N2CCN(c3c(S(=O)(=O)c4ccccc4)cnc4ccc(OC)cc34)CC2)cc1
 : 18µM*, -8%, 23µM*
CCOC(=O)c1c(NC(=O)C2C3CCC(O3)C2C(=O)O)sc(C)c1-c1ccc(C)cc1 (stereo not given)
 : -3%, ?, -17%
O=C(CSc1ncnc2sccc12)Nc1ccccc1
 : 7%, 1%, -3%
O=C(/C=C/c1cccc(Cl)c1)NNC(=O)c1ccncc1
 : 11%, -12%, -4%
O=C1c2ccccc2C(=O)N1CC(=O)N1c2ccccc2Sc2ccc(C(F)(F)F)cc21
 : -18%, 2%, -6%
CCCCN(CC(=O)NC1CCCC1)C(=O)C(=O)Nc1ccc2c(c1)OCCO2
 : -29%, -7%, 2%
FC(F)(F)c1ccccc1Cc1c(-c2cccc(Cl)c2)nc2c3ccccc3ccn12
 : 21µM*, ·, ?
CCOC(=O)[C@H]1[C@H]2COc3ccccc3[C@@H]2N2C(=O)c3cc(Br)ccc3NC(=O)[C@@]12C
 : -3%, -9%, -15%
COC(=O)[C@@]1(C(C)C)N=C(c2cc(OC)c(OC)c(OC)c2)[C@]2(O1)C(=O)Nc1ccc(F)cc12
 : ?, ·, ?

The results go on.
Values in the order – DT40 TDP1 no CPT, KAT2A inh, TDP1 cell CPT
CCCCCCc1nnc(N)s1
 : -2%, -6%, 4%
COc1cccc(/C=C2\N=C3CCCCCN3C2=O)c1
 : -2%, -2%[0.501 µM], 4%
Cc1ccccc1C(=O)Nc1cccc(NC(=O)c2ccc(-c3ccc(Br)cc3)o2)c1
 : 8.2µM*, -2%, 23µM*
CC(=O)c1ccc(S(=O)(=O)N2CCN(C(=O)c3cccc(S(=O)(=O)N4CC(C)OC(C)C4)c3)CC2)cc1 (stereo not given)
 : -18%, ·, -26%
Cc1ccc(CN(C)C(=O)CSc2nnc3n2CCCCC3)c(C)c1
 : ?, 2%, -19%
COc1ccc(Cl)cc1-c1cc(C(=O)NCc2ccc(F)cc2)[nH]n1
 : 8.2µM*, ·, 6.5µM*
Cc1cccc(C(=O)Nc2nnc(S(=O)(=O)N(C)Cc3ccccc3)s2)c1
 : ?, 0%, ?
Cc1ccc(C(=O)NC(=S)N2CCN(c3ccc([N+](=O)[O-])cc3)CC2)cc1
 : 26µM*, 0%, ?
CC(C)SCc1cc(N2CCCC2)nc(-c2ccccc2)n1
 : -21%, -6%, 16%
CC1(C)Cc2nc(N)c(C(=O)NCCO)cc2CO1
 : -9%, -3%, -15%
Cn1c(N2CCCC2)nc2c1c(=O)n(Cc1ccc(F)cc1)c(=O)n2C
 : -20%, -7%, -18%
Cn1c(SCC(=O)Nc2ccc3c(c2)OCO3)nnc1C(F)(F)F
 : -3%, -3%, 14%
COc1ccc(Cn2c(C)ccc2C)cc1
 : -10%, 0%, -2%
O=C(O)CSc1nnc(-c2ccc3c(c2)OCO3)o1
 : 1%, 2%, -10%
C=C(C)[C@@H]1CC=C(CN2CCC(CCOC)(C(=O)OCC)CC2)CC1
 : ?, -6%, ?
COC(=O)c1cc2c(cc1Cl)N1CCCCCC1=NS2(=O)=O
 : 3%, 1%, -18%
C=CCNc1nc(C)c(CNc2c(C)cc(C)cc2C)nc1C#N
 : 1%, -10%, -3%
COc1ccc(C(=S)N2CCN(C)CC2)cc1Br
 : -1%, 1%, -18%
CCN(CC)C(=O)Cn1cc(SCC(=O)Nc2cccc(F)c2)c2ccccc21
 : -13%, -8%, -6%
COc1ccccc1NC(=O)C(=O)N1CCCC1
 : -6%, -2%, 8%

4 entries drawn at random from those above, as already listed:
Values in the order – DT40 TDP1 no CPT, KAT2A inh, TDP1 cell CPT
C=C(C)[C@@H]1CC=C(CN2CCC(CCOC)(C(=O)OCC)CC2)CC1
 : ?, -6%, ?
Cn1c(N2CCCC2)nc2c1c(=O)n(Cc1ccc(F)cc1)c(=O)n2C
 : -20%, -7%, -18%
Cc1ccccc1C(=O)Nc1cccc(NC(=O)c2ccc(-c3ccc(Br)cc3)o2)c1
 : 8.2µM*, -2%, 23µM*
CC(=O)c1ccc(S(=O)(=O)N2CCN(C(=O)c3cccc(S(=O)(=O)N4CC(C)OC(C)C4)c3)CC2)cc1 (stereo not given)
 : -18%, ·, -26%

Additional structures.
Values in the order – DT40 TDP1 no CPT, KAT2A inh, TDP1 cell CPT
FC(F)(F)COc1nc(N2CCCCC2)nc(N2CCNCC2)n1
 : ?, -1%, ?
CCn1c(SCC(=O)N2CCCc3ccccc32)nc2c(c1=O)SC(C)C2 (stereo not given)
 : ?, -1%, 16µM*
C/C(=N/NS(=O)(=O)c1ccc(Br)cc1)c1ccc(NC(=O)c2ccc(C)o2)cc1
 : -28%, -5%, -1%
CCCCCCCC(=O)OCC(O)CO (stereo not given)
 : 5%&0%, 2%&-10%&-8%, -5%&-1%
Cc1cccc(N2CCN(C(=O)Cc3c(C(=O)O)c(C)cn3C)CC2)c1C
 : -25%, 1%, 5%
CC(=O)Nc1nc2n(n1)C(c1ccc(F)cc1)C=C(c1ccccc1)N2 (stereo not given)
 : 18µM*, ?, ?
Cc1cc(C)n(-c2ccc(-n3ccnc3)nn2)n1
 : 4%, -12%, 2%
Clc1ccc(Nc2nc3cccnc3s2)cc1
 : -2%, -7%, 1%
Cc1cccc(NC(=O)Nc2c(C)[nH]c(=O)[nH]c2=O)c1C
 : 16%, 1%, -7%
O=C(CCSc1nc(-c2ccc3c(c2)OCO3)cc(C(F)(F)F)n1)NCc1ccccc1
 : 15µM*, 6%, ?

Results in KAT2A inh, for some of the entries so far:
SMILES | KAT2A inh
CCCCCCCC(=O)OCC(O)CO (stereo not given) | 2%&-10%&-8%
Cc1cccc(N2CCN(C(=O)Cc3c(C(=O)O)c(C)cn3C)CC2)c1C | 1%
CC(=O)Nc1nc2n(n1)C(c1ccc(F)cc1)C=C(c1ccccc1)N2 (stereo not given) | ?
Cc1cc(C)n(-c2ccc(-n3ccnc3)nn2)n1 | -12%

This is a random part of the collection; about 18% have a hit in one of these screens.
